# HBB splice mod – qHTS Assay for Modulators of Hemoglobin Beta Chain Splicing | Potency, µM (series often up to 46.1 µM), without a hit: at the top dose activation, most hits filed as activators | actives 0.06% (n = 65,000) | HBB splicing reporter cell assay, activation; EGFP reporter with mutant IVS2-654 intron; response scale: normalised to 500 nM splice-correcting PNA; further: potency means the concentration at half of the fitted maximal effect; 0% is about no effect
#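 Compounds were applied for 2 days to HeLa EGFP-654 cells, 500/well in Optimem with 2% FCS. The reporter's EGFP is disrupted by mis-splicing of beta-globin intron IVS2-654. Readout: summed well GFP fluorescence from 488 nm laser scanning; reference was 500 nM antisense […] 654 PNA.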
# DNA Pol III inh – qHTS Assay for Inhibitors of DNA Polymerase III Holoenzyme System; AID 603, 2007; Potency, µM (series often up to 57.1 µM), for the others: at the highest dose activity change, negative = inhibition; reconstituted DNA polymerase III holoenzyme replication, biochemical; actives 0.25% (n = 71,000); further: potency means the concentration at half of the fitted maximal effect; on the % scale 0 is the no-effect control and ±100 the full control effect
#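 Reconstituted *E. coli* holoenzyme (0.35 nM Pol III, 1 nM beta, 154 nM SSB, 2 nM primase) was preincubated with compound for 15 min at RT. Synthesis on 1.4 nM ssM13Gori ran 35 min, then was stopped with PicoGreen/EDTA and read as dsDNA fluorescence.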
# Ub-GFP proteasome – Ubiquitin-GFP Assay | 67,000 tested, under 10 active | Ubiquitin-GFP reporter cells, proteasome inhibition, GFP fluorescence; response scale: untreated = 0%, 10 µM MG-132 = 100% | Potency, µM (titrated, usually from 45.9 µM), for inactives: at the highest dose activation (GFP accumulation), hits mostly activators; active means well fitted activation curve with a large enough effect, not every such curve was filed as active; inconclusive means small, poorly fitted or top-dose-only effect, or another doubt; inactive means no such curve, though single readings can be large or run the other way; further: potency means the concentration at half of the fitted maximal effect
#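 U2OS cells expressing ubiquitin(G76V)-GFP, seeded overnight in 0.5% FBS medium, then treated 4 hr at 37 C across 46 uM to 2.9 nM. GFP-positive cells counted by laser cytometry (488 ex/515 em); %activity scaled between basal and 10 uM MG-132.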
# BRCT PPI green – qHTS Assay for Inhibitors of BRCT-Phosphoprotein Interaction (Green Fluorophore) | Potency, µM (series often up to 76.9 µM), for inactives: top-dose activity change, negative = inhibition, most hits filed as inhibitors | BRCA1 BRCT-phosphopeptide binding, green fluorescence polarization | actives 0.05% (n = 75,000) | AID 875, 2007 | Breast cancer type 1 susceptibility protein (Homo sapiens), P38398;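 further: potency means the concentration at half of the fitted maximal effect; plate controls were peptide without protein for full effect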
#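 Compounds were incubated for 12 min at room temperature with a complex of 100 nM fluorescein-tagged pBACH1 decapeptide and 250 nM His-tagged BRCT protein. Buffer was phosphate pH 7.3 with EDTA, DTT and Tween 20. Disruption of binding lowers the polarization signal.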
# HADH2 inhib – qHTS Assay for Inhibitors of HADH2 (Hydroxyacyl-Coenzyme A Dehydrogenase, Type II); 3-hydroxyacyl-CoA dehydrogenase type-2 (Homo sapiens), Q99714; recombinant HADH2, NADH fluorescence, beta-hydroxybutyryl-CoA; Potency, µM (top dose mostly 57.1 µM), without a hit: top-dose activity change, negative = inhibition, usual class: inhibitors; actives 3.4% (n = 73,000); AID 886, 2007; further: potency means the concentration at half of the fitted maximal effect; on the % scale 0 is the no-effect control and ±100 the full control effect; nearly all actives have a fitted effect of over 60% in size; many of its hits are not listed in these tables
# Target sequence (Q99714 whole entry, looked up, one chain of several): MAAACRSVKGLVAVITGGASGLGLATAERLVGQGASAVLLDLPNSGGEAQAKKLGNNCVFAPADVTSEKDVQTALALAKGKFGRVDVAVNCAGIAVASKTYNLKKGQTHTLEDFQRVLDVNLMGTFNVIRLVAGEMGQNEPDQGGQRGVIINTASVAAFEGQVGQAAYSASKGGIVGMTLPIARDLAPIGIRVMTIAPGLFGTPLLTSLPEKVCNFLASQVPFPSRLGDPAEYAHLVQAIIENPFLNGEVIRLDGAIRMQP
#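 20 nM HADH2 + cpd, 15 min RT; add 1 mM NAD+/90 uM beta-hydroxybutyryl-CoA; kinetic fluorescence 360/450 nm, 4 min. Tris-HCl pH 9.0, 0.01% Tween-20.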
# CRE Fsk mod – Cell signaling CRE-BLA (Fsk stim); CHO CRE-bla reporter (cAMP response element driving beta-lactamase), forskolin EC10, beta-lactamase ratio; Potency, µM (doses to about 38.2 µM), without a hit: at the highest dose activity change, negative = inhibition, usual class: activators; actives 2.5% (n = 71,000); active means well fitted activation curve with a large enough effect in the signal ratio, with a control signal flat, not every such curve was filed as active; inconclusive means small, poorly fitted or top-dose-only effect, or effect the other way, or a change in a side signal; the % refers to the signal ratio; further: potency means the concentration at half of the fitted maximal effect; % of control where 0% means no effect
#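 The 460nm/530nm emission ratio after CCF4 loading defined %Activity, from which AC50 values were obtained. CRE-bla CHO cells received compound dilution series together with an EC10 level of NKH 477 for 3 hours at 37 degrees Celsius.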
# Epigenetic mod – qHTS Assay for Epigenetic Modulators; mouse C127i GFP locus derepression, cytometry, 30 h; Potency, µM (titrated, usually from 46.1 µM), for the others: at the highest dose GFP derepression (activation); actives 0.09% (n = 68,000); AID 597, 2007; further: % of control where 0% means no effect
#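 Read-out is the number of GFP-positive cells, scored as fluorescent objects 20 to 120 um wide, reflecting derepression of a silenced CMV-GFP reporter in murine C127i cells after 30 h compound exposure at 37 C.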
# Hsp90 Hop PPI – qHTS Assay for Disrupters of an Hsp90 Co-Chaperone Interaction | AlphaScreen TPR2A-His6 binding biotin-Hsp90 C-terminal peptide | Potency, µM (highest dose often 57 µM), for inactives: at the top dose activity change, negative = inhibition | actives 0.44% (n = 71,000); active means well fitted curve in either direction with a large enough effect; inconclusive means small, poorly fitted or top-dose-only effect, or another doubt; further: potency means the concentration at half of the fitted maximal effect; on the % scale 0 is the no-effect control and ±100 the full control effect; many of its hits are not listed in these tables
# BRCT inh red – qHTS Assay for Inhibitors of BRCT-Phosphoprotein Interaction (Red Fluorophore); Breast cancer type 1 susceptibility protein (Homo sapiens), P38398; BRCT-phosphopeptide binding, red fluorescence polarization; Potency, µM (highest dose often 76.9 µM), for inactives: at the top dose activity change, negative = inhibition, actives largely listed as inhibitors; actives 0.03% (n = 75,000); AID 892, 2007; further: on the % scale 0 is the no-effect control and ±100 the full control effect
#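 Fluorescence polarization: 100 nM His-tagged BRCA1 BRCT with 100 nM TAMRA-labelled phospho-BACH1 decapeptide, phosphate buffer pH 7.3 with 150 mM NaCl, DTT, 0.01% Tween 20; 12 min RT. Binding inhibition seen as FP decrease.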
# USP2a inhib – qHTS Assay for Inhibitors of Ubiquitin-specific Protease USP2a. Ubiquitin carboxyl-terminal hydrolase 2 (Homo sapiens), O75604. USP2a enzymatic assay, qHTS inhibition. Potency, µM (doses to about 38.3 µM), inactives show top-dose activity change, negative = inhibition, usual class: inhibitors. actives 0.1% (n = 60,000). AID 927, 2007;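 further: potency means the concentration at half of the fitted maximal effect; nearly all actives have a fitted effect of over 60% in size; plate controls were DMSO for no effect and NEM full inhibition control for full effect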
# Target sequence (O75604 whole entry, looked up): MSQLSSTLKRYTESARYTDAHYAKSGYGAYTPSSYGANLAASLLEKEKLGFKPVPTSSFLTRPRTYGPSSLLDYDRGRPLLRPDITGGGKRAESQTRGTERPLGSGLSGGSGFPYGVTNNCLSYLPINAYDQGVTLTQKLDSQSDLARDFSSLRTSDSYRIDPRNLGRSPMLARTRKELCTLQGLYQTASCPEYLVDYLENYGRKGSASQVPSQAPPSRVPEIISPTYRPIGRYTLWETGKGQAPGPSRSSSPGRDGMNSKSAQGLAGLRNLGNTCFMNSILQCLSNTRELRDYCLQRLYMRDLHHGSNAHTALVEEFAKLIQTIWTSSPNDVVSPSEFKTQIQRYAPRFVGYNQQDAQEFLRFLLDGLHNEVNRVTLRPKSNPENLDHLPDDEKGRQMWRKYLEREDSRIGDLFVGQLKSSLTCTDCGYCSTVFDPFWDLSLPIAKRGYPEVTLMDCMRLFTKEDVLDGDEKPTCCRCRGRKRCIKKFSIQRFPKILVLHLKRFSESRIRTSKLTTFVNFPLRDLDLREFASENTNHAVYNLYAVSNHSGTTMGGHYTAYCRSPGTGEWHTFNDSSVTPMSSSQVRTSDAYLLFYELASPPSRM
#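 20 nM USP2 core + cpd, 30 min RT; add 20 nM Ub-PLA2/20 uM NBD C6-HPC; read Ex460/Em535 at 0 h and 2.5 h. Normalized to NEM; qHTS curve fit/classification.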
# 15-hLO inh – qHTS Assay for Inhibitors of 15-hLO (15-human lipoxygenase) | Polyunsaturated fatty acid lipoxygenase ALOX15 (Homo sapiens), P16050 | purified 15hLO-1, xylenol orange hydroperoxide absorbance | Potency, µM (titrated, usually from 57.1 µM), for inactives: at the top dose activity change, negative = inhibition, actives largely listed as inhibitors | actives 1.4% (n = 74,000); further: potency means the concentration at half of the fitted maximal effect; on the % scale 0 is the no-effect control and ±100 the full control effect; nearly all actives have a fitted effect of over 55% in size
#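 Purified human 15hLO-1 (40 nM final) in 25 mM Hepes pH 7.5, 0.01% Triton X-100 was preincubated with compound 15 min at room temperature, then reacted 6 min with 50 uM arachidonic acid; hydroperoxide detected by Fe-XO, 573/405 nm absorbance ratio.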
# The depositor's hits bear a star; ? = inconclusive; . = no result given; [ ] = dose if it differs, or a comment. Unless noted, the call rests on the fitted dose curve; in most records, active means well fitted curve in the direction sought with a large enough effect; inconclusive means small, poorly fitted or top-dose-only effect, or another doubt; inactive means no such curve, though single readings can be large; an effect the other way counts as inactive or inconclusive.
Molecule	CRE Fsk mod	HBB splice mod	Hsp90 Hop PPI	BRCT PPI green	HADH2 inhib	Epigenetic mod	DNA Pol III inh	BRCT inh red	15-hLO inh	Ub-GFP proteasome	USP2a inhib
CN1CC[C@@]2(CCCN(C(=O)c3cc(C(F)(F)F)cc(C(F)(F)F)c3)C2)C1	-6%	1.8%	0%	-1.1%	3%	5%[9.22 µM]	-2%	-1.0%	3%	2%	8%
CCC(C)(C)n1nnnc1C(c1ccc(OC)c(OC)c1)N1CCN(c2cccc(OC)c2)CC1 (configuration not stated)	-12%	-0.3%	-13%	0.0%	-2%	1%	-6%	0.0%	-2%	3%	29%
CCOC(=O)C(Cc1c[nH]c2ccccc12)NC(=O)CNC(C)=O (configuration not stated)	4%	0.0%	-3%	2.3%	2%	-1%	0%	1.0%	5%	2%	-6%
CC(C)CC1(C(=O)O)C=CCN1C(=O)c1ccccc1 (configuration not stated)	-15%	0.9%	-5%	0.9%	4%	.	1%	1.1%	-9%	.	.
Cc1nnc(SCC(=O)Nc2sc3c(c2C#N)CCCC3)[nH]c1=O	-3%[7.6 µM]	-1.7%[0.0738 µM]	-2%[11 µM]	-0.8%	?	0%	-7%[11.4 µM]	0.4%	-14%[11.4 µM]	20%[9.17 µM]	19%[7.66 µM]
CCc1ccc(C(=O)CSC2=C(C#N)C(c3ccco3)C(C(C)=O)=C(C)N2)cc1 (configuration not stated)	?	?	28%	6.3%	32µM*	-2%	-6%	1.1%	10µM*	-9%	.
CC(C)CC(NC(=O)C(NC(=O)OC(C)(C)C)C(C)C)C(=O)N1CCCC1C(N)=O (configuration not stated)	-10%	0.3%	-3%	-1.7%	-1%	-2%	-11%	-1.5%	-10%	0%	1%
N/C(Cn1nnc(-c2ccccc2)n1)=N\O	-2%	0.1%[57.5 µM]	0%	-3.1%	2%	0%	-5%	-0.6%	8%	7%	.
CCOC(=O)CCCCC(=O)c1[nH]c(=O)[nH]c1Cn1cnc2ccccc21	-5%	1.0%	?	0.9%	8%	3%	3%	-1.2%	7%	-4%	8%
Nc1nonc1-c1nc2ccccc2n1CC(=O)NC1CCCC1	?	-4.3%	-3%	2.5%	6%	1%	-1%	-0.2%	-21%	-8%	28%
O=S(=O)(NC(=NC1CCCC1)C(F)(F)F)c1ccccc1	3%	0.4%	?	0.4%	6%	0%	-5%	0.1%	?	-3%	-1%
Cc1sc2nc(SCC(=O)N3CCCCC3)[nH]c(=O)c2c1C	?	1.2%	0%	2.1%	-8%	-1%	-5%	0.3%	-6%	1%	3%
COc1cc(Cl)c(S(=O)(=O)n2cnc(C)c2)cc1Cl	?	1.3%[0.0738 µM]	-5%[11 µM]	-1.6%	-3%[11.4 µM]	-2%	-2%[11.4 µM]	-0.3%	-4%[11.4 µM]	6%[9.17 µM]	-1%[7.66 µM]
COc1ccc(-n2c(=O)c(-c3cccs3)nc3cnc(OC)nc32)cc1	?	1.3%	2%	-2.3%	10%	-3%[9.22 µM]	2%	1.2%	-11%	-2%	36%[activator]
CCOC(=O)C1=C(N)Oc2cc(C)oc(=O)c2C1c1cccnc1 (configuration not stated)	13%	-0.2%[0.369 µM]	-2%	2.0%	-14%	4%	-11%	-1.7%	9%	.	4%

Molecule	CRE Fsk mod	HBB splice mod	Hsp90 Hop PPI	BRCT PPI green	HADH2 inhib	Epigenetic mod	DNA Pol III inh	BRCT inh red	15-hLO inh	Ub-GFP proteasome	USP2a inhib
CN1CCN(C(=O)c2ccccc2NC(=O)c2cccs2)CC1	0%	-0.2%	-4%	0.0%	2%	0%	0%	1.1%	3%	16%	-4%
CCn1c(SCC(=O)Nc2nnc(C)s2)nnc1-c1ccco1	8%	0.0%[57.5 µM]	-2%	-2.7%	-11%	0%	1%	-0.8%	-6%	2%	-3%
COc1ccc(C(=N/O)/C(=N/O)c2ccc(OC)cc2)cc1	-19%	-0.7%[9.22 µM]	-3%	-0.9%	-3%	-2%	-6%	0.6%	-10%	0%	9%
CC(=O)N(C(C)=O)c1ccc2nc(C)[nH]c(=O)c2c1	10%	-0.8%	-3%	-1.1%	7%	-3%	6%	0.6%	-2%	-2%	-2%
Oc1cccc(Nc2ncnc3ccccc23)c1	5%	0.8%	-2%	0.5%	-2%	6%	0%	2.4%	1%	-1%	10%
COc1cccc(-c2nc(NCc3cccnc3)c3ccccc3n2)c1	13µM*	1.8%	1%	1.2%	9%	0%[9.22 µM]	-5%	-2.3%	5%	-3%	70%[activator]
CCCc1nc(-c2ccc(-c3ccc(F)cc3)cc2)no1	11%	-1.5%	?	-2.5%	6%	5%	0%	-1.4%	1%	29%	2%
CCOC(=O)c1[nH]c(C)c(C(=O)Nc2ccc(C)c(C)c2)c1C	-19%	-1.2%	?	-0.3%	-3%	0%	-1%	1.3%	-3%	-12%	.
COc1ccc(S(=O)(=O)Cc2ccc(C(=O)N3CCOCC3)o2)cc1	3%	-0.9%	-2%[2.3 µM]	-3.6%	2%	.	-4%	-1.3%	0%	-6%	.
COc1ccccc1S(=O)(=O)Cc1ccc(C(=O)N2CCN(c3ccc(C)cc3)C(C)C2)o1 (configuration not stated)	-11%	-2.1%	-7%[2.3 µM]	0.4%	-2%	.	5%	-1.2%	-13%	9%	.
Cc1cccc(-c2nnc(NC(=O)c3ccc(Cl)cc3)o2)c1	-3%	-0.4%	3%	-0.9%	-30%	2%	-8%	0.5%	8%	-1%	30%
CCCC1(C(=O)OCC)NC(c2cc(OC)c(OC)c(OC)c2)C2C(=O)N(CC)C(=O)C21 (configuration not stated)	0%	.	3%	0.6%	8%	1%	-6%	-0.6%	10%	-7%	10%
O=S1(=O)Nc2c(ccc3cccnc23)-c2ccccc21	?	4.6%[1.84 µM]	3.2µM*	-0.7%	-21%	0%	-24%	-2.2%	21%	4%	19%
CCCCC(=O)N(C)C	-5%	0.9%	-1%	0.5%	-1%	.	-2%	0.4%	1%	.	.
Cc1ccc2oc3c(c(=O)c2c1)C(c1cccc(Cl)c1)N(CCCN1CCOCC1)C3=O (configuration not stated)	?	-0.7%	-2%	-1.4%	132%[activator]	.	-1%	1.3%	-19%	-4%	.
O=C(Nc1ccccc1)N1CCCC(c2nc(-c3cccs3)no2)C1 (configuration not stated)	-7%	-2.8%	-1%	-2.0%	16%	-1%	-4%	-0.9%	-2%	1%	4%

# In the list so far, these contain a cyano group:
Molecule	CRE Fsk mod	HBB splice mod	Hsp90 Hop PPI	BRCT PPI green	HADH2 inhib	Epigenetic mod	DNA Pol III inh	BRCT inh red	15-hLO inh	Ub-GFP proteasome	USP2a inhib
Cc1nnc(SCC(=O)Nc2sc3c(c2C#N)CCCC3)[nH]c1=O	-3%[7.6 µM]	-1.7%[0.0738 µM]	-2%[11 µM]	-0.8%	?	0%	-7%[11.4 µM]	0.4%	-14%[11.4 µM]	20%[9.17 µM]	19%[7.66 µM]
CCc1ccc(C(=O)CSC2=C(C#N)C(c3ccco3)C(C(C)=O)=C(C)N2)cc1 (configuration not stated)	?	?	28%	6.3%	32µM*	-2%	-6%	1.1%	10µM*	-9%	.

# Bioassay records (PubChem)

# A portion of the library, so the mix of outcomes need not match the whole.
